# Cardiac RTF inh: cardiac RTF calcium desensitization; P19429+P45379; IANBD-labeled cardiac RTF, Ca2+ fluorescence; inhibition, % at 7.15 µM; 340,000 compounds, 0.12% hits;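 active = inhibition above the mean inhibition of all tested compounds plus 3 SD, cut at about 17% in these data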;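 note: assay run at fixed EC70 calcium of 1.6 mM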
# HTR5A inv ctr: HTR5A inverse agonism, opioid heterodimer counter-screen; P47898; HTR5A cell line, luminescence; inhibition, % at 9.3 µM; 340,000 compounds, 0.083% hits; AID 504634; in the data active = inhibition mostly above about 23%, no sharp cut-off; inactive = mostly below about 18%;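 note: 0% = cells with DMSO and 100% = no-cell wells with DMSO; some compounds called inactive have numbers as strong as hits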
# Target sequence (P47898 whole entry, looked up): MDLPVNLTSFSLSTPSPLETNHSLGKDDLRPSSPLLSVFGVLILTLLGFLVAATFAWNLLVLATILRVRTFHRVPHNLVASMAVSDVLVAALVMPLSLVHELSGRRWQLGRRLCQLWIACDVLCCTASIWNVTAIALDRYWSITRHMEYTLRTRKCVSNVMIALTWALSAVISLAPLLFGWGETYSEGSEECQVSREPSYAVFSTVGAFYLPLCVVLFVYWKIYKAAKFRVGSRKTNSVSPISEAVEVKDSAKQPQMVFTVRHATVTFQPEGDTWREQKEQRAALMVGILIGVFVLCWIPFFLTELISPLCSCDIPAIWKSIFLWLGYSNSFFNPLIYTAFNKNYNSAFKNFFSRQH
# LANA DNA inh: KSHV C-LANA DNA binding inhibition; MBP-C-LANA/FAM-LBS DNA binding, fluorescence polarization; inhibition, % at 9 µM; 340,000 compounds, 0.078% hits;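 active = highest replicate inhibition at or above 60% at 9 µM, even if other replicates fall short; inactive = all replicates below 60% inhibition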;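 note: 0% = neutral control wells and 100% = 4 µM acridine orange control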
# CAL PDZ FP: blocks peptide binding to the human CAL PDZ domain; Q9HD26; purified CAL PDZ, TMR-peptide fluorescence polarization, 1 h; inhibition, % at 24.9 µM; 300,000 compounds, 0.92% hits; AID 602252;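 active = mean inhibition of at least 30% with at least half of replicates also reaching 30%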;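 note: 0% = DMSO neutral control and 100% = excess unlabeled competitor peptide PRC23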
# cardiac RTF act: increases calcium sensitivity of human cardiac regulated thin filaments; P19429+P45379; IANBD-labeled TnC RTF fluorescence at EC20 calcium; 0% EC20 calcium, 100% full calcium; activation, % at 7.2 µM; 340,000 compounds, 0.24% hits;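 active = activation above the mean over all tested compounds plus 3 SD, cut at about 30% in these data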;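 note: rise in fluorescence read as greater calcium sensitivity of cardiac thin filaments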
# MOR-DOR inv ag: inverse agonist of human OPRM1-OPRD1 heterodimerization; P35372+P41143; cell-based MOR-DOR heterodimer luminescence, inverse agonism; inhibition, % at 9.3 µM; 340,000 compounds, 0.21% hits; in the data active = inhibition above about 22%, passing the limit was not always enough;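 note: 0% = cells with DMSO and 100% = wells without cells with DMSO; values of inactives mirror those of a sister screen read the other way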
# HTR5A ag ctr: activates human HTR5A in OPRM1-OPRD1 agonist counter-screen; 340,000 compounds, 0.61% hits; HTR5A agonist assay, luminescence, cell-based; activation, % at 9.3 µM; in the data active = activation mostly above about 9.5%, no sharp cut-off; inactive = mostly below about 7.6%;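 note: 0% = cells with vehicle only and 100% = reference agonist; strong numbers were not always called active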
# MOR-DOR ag: OPRM1-OPRD1 heterodimerization agonism | P35372+P41143 | cells, luminescence | activation, % at 9.3 µM | 340,000 compounds, 0.3% hits; in the data active = activation above about 18%;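 note: 0% = vehicle-treated cells and 100% = reference agonist; values of inactives mirror those of a sister screen read the other way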
# V-ATPase pH: alters yeast V-ATPase proton transport. S. cerevisiae, pHLuorin cytosolic pH fluorescence. AID 504577. response, % at 10 µM. 350,000 compounds, 0.37% hits; in the data active = response mostly above about 7.3%, no sharp cut-off; inactive = mostly below about 5.4%; note: actives read high; inactives centre near 0; some compounds called inactive have numbers as strong as hits; reference of the scale not given here
# Keap1-Nrf2 PPI: disrupts human Keap1 binding to Nrf2 peptide; Q14145; Keap1 Kelch-Nrf2 peptide fluorescence polarization, 1536-well; inhibition, % at 9.4 µM; 340,000 compounds, 0.15% hits; AID 504523; in the data active = inhibition above about 12%;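 note: human Keap1 Kelch domain with fluorescein labeled Nrf2 9mer peptide probe; 0% = neutral control wells and 100% = peptide positive control; higher means more block of Keap1 binding to Nrf2 peptide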
# Target sequence (Q14145 whole entry, looked up, the tested form may be a part): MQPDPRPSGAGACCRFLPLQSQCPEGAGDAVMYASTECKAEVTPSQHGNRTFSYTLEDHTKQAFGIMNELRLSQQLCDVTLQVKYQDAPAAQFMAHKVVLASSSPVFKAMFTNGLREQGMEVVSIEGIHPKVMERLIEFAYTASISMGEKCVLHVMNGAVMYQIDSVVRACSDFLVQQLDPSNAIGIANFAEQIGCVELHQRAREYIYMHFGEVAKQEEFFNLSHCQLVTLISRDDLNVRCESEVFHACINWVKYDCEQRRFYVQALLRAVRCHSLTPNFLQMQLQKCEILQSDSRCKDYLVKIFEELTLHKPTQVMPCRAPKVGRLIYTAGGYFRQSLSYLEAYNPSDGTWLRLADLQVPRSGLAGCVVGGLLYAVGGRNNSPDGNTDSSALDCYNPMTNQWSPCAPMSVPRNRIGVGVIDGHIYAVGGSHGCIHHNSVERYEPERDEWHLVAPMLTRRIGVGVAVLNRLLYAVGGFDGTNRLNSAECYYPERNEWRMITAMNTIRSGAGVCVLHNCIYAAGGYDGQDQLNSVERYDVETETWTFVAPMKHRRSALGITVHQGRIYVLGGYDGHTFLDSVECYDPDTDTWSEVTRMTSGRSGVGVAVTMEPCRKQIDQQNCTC
# An asterisk follows results filed as active; x = no result given.
SMILES,Cardiac RTF inh,HTR5A inv ctr,LANA DNA inh,CAL PDZ FP,cardiac RTF act,MOR-DOR inv ag,HTR5A ag ctr,MOR-DOR ag,V-ATPase pH,Keap1-Nrf2 PPI
Cc1ccc(NC(=O)CNC(=O)c2ccc(C)s2)nc1,-24,7,-0.3,-1,0,16,-3,-3.1,3,-1
O=C(Nc1cccc(F)c1)c1ccc(S(=O)(=O)N2CCOCC2)cc1,-10,-6,-1.2,x,8,8,2,-1.4,6,-4
Cn1ccnc1C(O)c1ccco1 (configuration not stated),-2,-13,2.0,0,-1,4,10,-0.7,-1,5
COc1cc(NC(=O)CSc2nc3cc(C)ccc3cc2C)c(C(=O)O)cc1OC,0,-26,10,-4,1,2,4,-0.4,-7,16*
COc1ccc(OCC(=O)N/N=C\c2ccco2)cc1,3,-11,0.0,-1,0,13,-4,-2.5,-1,-4
COc1cc(/C=N/n2c(-c3n[nH]c4c3CCC4)n[nH]c2=S)ccc1O,-13,-4,-8.9,-4,-2,-4,1,0.7,0,-2
NC(=O)N1CCCC1C(=O)Nc1ccc(Cl)c(Cl)c1 (configuration not stated),-10,5,0.1,0,3,1,2,-0.2,-2,0
CCCC(CC)Sc1nc2c([nH]1)c(=S)n(C)c(=O)n2C (configuration not stated),-3,-20,1.5,-7,-6,-13,5,2.6,-1,-1
CC(=O)NC(CC(=O)Nc1nc(-c2ccccc2)c(C(C)=O)s1)c1ccccc1 (configuration not stated),-10,-10,-0.1,x,-3,6,0,-0.8,0,-1
COc1ccc(S(=O)(=O)N2CCN(C)CC2)cc1Br,6,-2,-1.0,-1,-1,12,4,-2.0,1,3
CC12CCCCN1CCCc1c2[nH]c2ccccc12 (configuration not stated),-32,-2,4.2,-5,1,2,1,-0.3,-2,1
COP(=O)(CC(=O)c1ccccc1)CC(=O)c1ccccc1,11,-1,-0.7,0,-4,9,-3,-1.8,1,-2
CCOC(=O)N1CCC(NC(=O)c2ccc3c(c2)N(Cc2ccc(F)cc2)CCS3)CC1,1,-4,1.0,4,4,-2,1,0.4,5,-2
Cc1ccc(NC(=O)C2CCCN(S(=O)(=O)c3cccnc3)C2)c(C)c1 (configuration not stated),-1,-1,1.8,0,-3,15,0,-2.9,0,2
COc1ccc(N2C(=O)C(C)(C)C2c2c(O)ccc3ccccc23)cc1 (configuration not stated),-3,12,0.3,-4,10,-9,-4,1.9,-4,-1
CC1CN(C(=O)COC(=O)c2cccs2)CC(C)O1 (configuration not stated),-2,4,1.8,-1,-1,19,-2,-3.9,3,-4
CCOC(=O)N1CCC(NC(=O)CS(=O)Cc2nc(-c3ccccc3C)oc2C)CC1 (configuration not stated),-1,-6,-0.9,0,-6,11,3,-2.2,-3,-2
CCC(=O)NC(c1cccs1)c1cc(Cl)c2cccnc2c1O (configuration not stated),-4,22,-2.0,17,4,2,-8,-0.4,-3,-2
C[C@H](CO)N1C[C@H](C)[C@@H](CN(C)C(=O)Nc2ccc3c(c2)OCO3)Oc2c(NC(=O)c3ccncc3)cccc2C1=O,-5,-3,2.9,0,1,8,1,-1.3,-2,2
Cc1c(Cl)cccc1Nc1nc(NCCO)c2ccccc2n1,2,10,0.3,5,-1,-6,-2,1.2,7,1
Cc1cc(C)cc(CSCC(=O)NN=C2CCCCCC2)c1,-12,-26,0.1,-5,-4,-6,-1,1.1,-7,-1
O=C(Cc1cn2ccsc2n1)NCc1ccccc1,4,13,0.9,-1,0,4,-2,-0.7,-2,-1
CCOC(=O)c1c[nH]n(-c2ccccc2)c1=O,3,-11,0.8,3,-1,9,4,-1.8,3,2
O=C(Cc1cccs1)NCC1CCCO1 (configuration not stated),-1,7,-0.2,-3,4,-9,-3,1.4,1,-4
COc1cccc(NC(=O)C2C3C=CC(C3)C2C(=O)O)c1 (configuration not stated),-10,9,-1.2,2,4,-6,8,1.1,1,-7
CCCOc1ccc(C(CC(=O)O)NS(=O)(=O)c2ccc(NC(C)=O)cc2)cc1 (configuration not stated),-3,11,2.0,-1,7,12,1,-2.1,-1,-7
O=C(O)c1ccc(-n2ncc3c2/C(=C/c2cccc([N+](=O)[O-])c2)CC3)cc1,0,-32,-0.9,-9,4,18,-3,-3.5,-2,-4
O=C(Nc1ccccc1)NC1CS(=O)(=O)CC1O (configuration not stated),-8,-18,0.7,-2,18,-2,7,0.4,1,-6
CCc1ccc(-n2c(C)n[nH]c2=S)cc1,-13,6,0.1,2,5,4,-4,-0.8,-2,1
CC(C)NCC(O)COc1ccc(Br)cc1 (configuration not stated),-14,-34,0.3,-3,2,-8,12*,1.1,-3,0

# Brought forward from above: 3 entries, then new ones.
SMILES,Cardiac RTF inh,HTR5A inv ctr,LANA DNA inh,CAL PDZ FP,cardiac RTF act,MOR-DOR inv ag,HTR5A ag ctr,MOR-DOR ag,V-ATPase pH,Keap1-Nrf2 PPI
O=C(Nc1ccccc1)NC1CS(=O)(=O)CC1O (configuration not stated),-8,-18,0.7,-2,18,-2,7,0.4,1,-6
CCc1ccc(-n2c(C)n[nH]c2=S)cc1,-13,6,0.1,2,5,4,-4,-0.8,-2,1
CC(C)NCC(O)COc1ccc(Br)cc1 (configuration not stated),-14,-34,0.3,-3,2,-8,12*,1.1,-3,0
FC(F)(F)c1ccc(N/N=C/c2cccnc2)nc1,-1,-27,-0.4,1,-1,-2,10,0.3,-2,-2
COc1ccccc1NC(=O)c1[nH]c(C)c(C(C)=O)c1C,0,2,-1.1,-1,5,9,-1,-1.9,-1,0
CC(=O)Nc1ccc(C(=S)NCc2ccco2)cc1,-6,1,16,11,1,3,-1,-0.7,1,-2
C[C@@H](C(=O)Nc1ccccc1N1CCOCC1)N1C(=O)C2CCCCC2C1=O (some centres not stated),4,15,-0.7,-3,-4,12,-4,-2.3,-2,-2
S=c1[nH]nc(-c2ccco2)n1/N=C/c1ccc(Cl)cc1,2,-3,1.5,-3,3,3,1,-0.6,0,1
COc1ccc(COc2cc(-c3cccc(OC)c3)nc3ccc(NC(=O)c4ccc(C)cc4)cc23)cc1,2,-31,1.6,-2,33*,17,5,-3.2,1,-4
CCOCCCNC(=O)C(NC(=O)c1ccccc1O)c1ccc(C)cc1 (configuration not stated),0,17,-0.3,-4,-8,10,0,-2.0,10,-4
Fc1cccc(/C=N/Nc2nncc3ccccc23)c1,-7,-2,-0.5,-3,1,1,0,-0.3,12,-6
COc1ccc(C(=O)/C=C/Nc2cccc(O)c2)cc1,-11,11,0.7,-2,3,11,-5,-2.3,-1,-5
CC(=O)c1ccc(N2CCN(C(=O)C3CCCN(S(=O)(=O)c4cnc[nH]4)C3)CC2)cc1 (configuration not stated),4,10,-0.2,-1,4,1,-4,-0.2,3,1
CCOC(=O)N1CCC(N2CC34C=CC(O3)C(C(=O)O)C4C2=O)CC1 (configuration not stated),-4,7,1.2,-2,0,13,-3,-2.7,-1,2
CC(=O)c1ccc(N2CCN(CN3C(=O)CC4(CCCC4)C3=O)CC2)c(F)c1,-4,-7,1.4,-4,0,13,2,-2.9,-2,2
COc1ccc(CNC(=O)C2CCN(S(=O)(=O)c3ccc(Br)s3)CC2)cc1,2,3,1.3,-4,-8,8,-1,-1.6,-4,-2
COC(=O)Oc1ccc(/C=N/NC(=O)CN(c2ccccc2Cl)S(C)(=O)=O)cc1OC,2,15,-1.3,2,-2,15,-6,-3.5,-3,2
O=C(O)c1cc(Cl)c(Cl)cc1C(=O)NCc1ccco1,-6,8,-0.2,-2,6,13,-3,-2.5,-3,-6
Cc1nnc(SCC(=O)Nc2sccc2C#N)s1,-6,13,0.7,-2,-3,9,-1,-1.6,-1,-4
CN(CC(=O)Nc1cccc(S(=O)(=O)N2CCCC2)c1)CC(=O)Nc1ccc(F)c(F)c1F,-4,8,2.4,-2,-4,1,2,-0.3,-2,-2
O=C(N/N=C/c1cc(Cl)ccc1O)C(=O)Nc1ccccc1OC(F)(F)C(F)F,1,0,-0.1,-2,3,-23,6,4.5,2,-5
CCN(CC)S(=O)(=O)c1ccc(N/N=C(\C)c2ccc(OC)cc2O)nc1,2,17,0.3,4,0,1,-2,-0.1,-5,-1
Cc1ccc(C(=O)CN(C(=O)c2ccc(Cl)cc2)N2C(=O)CCC2=O)cc1,6,4,-1.1,x,-3,13,-2,-2.5,-2,1
COc1ccc(S(=O)(=O)Nc2cc3c(cc2C(C)=O)OCO3)cc1,3,-4,-2.6,0,3,7,1,-1.3,1,4
COc1cccc(NC(=O)CNC(=O)c2ccc(C)cc2)c1,-23,4,-0.1,-2,-1,12,-2,-2.3,28,-2
COc1ccc(OC)c(N(C(=O)c2ccco2)C(C(=O)NC2CCCC2)c2ccc(N3CCOCC3)cc2)c1 (configuration not stated),-8,-6,-1.6,-8,0,1,-5,-0.2,6,-2
O=C(COc1ncnc2sccc12)N1CCN(S(=O)(=O)c2ccc(Cl)cc2)CC1,-9,-39,-0.2,2,3,2,2,-0.3,5,0
COc1ccc(CN(C)S(=O)(=O)c2c(C)noc2C)cc1OC,-12,-10,-1.8,4,0,20,4,-5.0,2,3
CCC(=O)Nc1ccc(NCc2ccc(-c3ccccc3)cc2)cc1,-7,3,-0.2,0,-1,-18,-1,3.5,9,4
Cc1c(C(=O)N2CCN(c3ccc(F)cc3)CC2)oc2c1C(=O)CCC2,1,-14,0.3,-1,3,3,3,-0.6,-1,1
Cc1ccc(-n2c(SCC(N)=O)nc3c([nH]c4ccccc43)c2=O)cc1,-10,4,-0.6,x,0,15,-2,-2.8,-1,-1
CSc1nc(SCCN(C)C)c2c3c(sc2n1)COC(C)(C)C3,2,14,-2.4,-23,11,-10,-5,1.9,4,-4
CCn1cc([N+](=O)[O-])c(C(=O)Nc2c(C)nn(Cc3cccc(F)c3)c2C)n1,-8,20,0.3,-1,-2,9,5,-1.7,4,0
Cc1ccc(C(=O)N2CCN(c3ncc(C(F)(F)F)cc3Cl)CC2)s1,-3,-12,1.4,-2,-6,-13,1,2.5,3,-2
CCOC(=O)c1cc2ccccc2nc1C,6,9,2.5,-4,0,20,0,-4.1,13,-4
CCOc1ccc(NC(=O)CN2CCN(CC(=O)Nc3ccc(C(=O)OC)cc3)CC2)cc1,2,7,0.4,x,0,10,-4,-2.2,-3,0
Cc1ccc(N2C(=O)C3CC3C2=O)cc1 (configuration not stated),-6,-10,0.8,-1,-16,4,4,-0.5,1,-4
CCc1ccccc1NS(=O)(=O)c1cccc2nsnc12,3,1,0.0,4,0,16,0,-2.7,0,1
Cc1ccc(N(CC(=O)NC(C)C)C(=O)CCC(=O)Nc2nccs2)cc1C,-5,13,-0.7,-6,10,21,-4,-4.6,-3,-1
COCC(=O)Nc1nnc(CCc2ccccc2)s1,-8,-9,1.8,-4,1,12,-2,-2.2,8,1
CCn1c(SCc2nc(-c3ccc(Cl)cc3)no2)nnc1-c1ccco1,-3,-12,0.9,x,6,4,3,-0.8,3,2
CCN(CC)S(=O)(=O)c1ccc(O)c(C(=O)OCC(=O)Nc2ccc(OC(F)(F)F)cc2)c1,-4,-15,-0.5,-4,1,-15,6,2.7,6,-2
